FLuc inhib CS: firefly luciferase enzyme inhibitors, primary screen, artefact control for luciferase-based inhibitor screens, biochemical, luminescence, ATPLite; Luciferin 4-monooxygenase (Photinus pyralis), P08659; 10 min; inhibition, % at 10 µM; 200,000 tested, 1.5% active;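 active = inhibition above about 50% when tested at 10 µM, limit read from the data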
Target sequence (P08659 whole entry, looked up): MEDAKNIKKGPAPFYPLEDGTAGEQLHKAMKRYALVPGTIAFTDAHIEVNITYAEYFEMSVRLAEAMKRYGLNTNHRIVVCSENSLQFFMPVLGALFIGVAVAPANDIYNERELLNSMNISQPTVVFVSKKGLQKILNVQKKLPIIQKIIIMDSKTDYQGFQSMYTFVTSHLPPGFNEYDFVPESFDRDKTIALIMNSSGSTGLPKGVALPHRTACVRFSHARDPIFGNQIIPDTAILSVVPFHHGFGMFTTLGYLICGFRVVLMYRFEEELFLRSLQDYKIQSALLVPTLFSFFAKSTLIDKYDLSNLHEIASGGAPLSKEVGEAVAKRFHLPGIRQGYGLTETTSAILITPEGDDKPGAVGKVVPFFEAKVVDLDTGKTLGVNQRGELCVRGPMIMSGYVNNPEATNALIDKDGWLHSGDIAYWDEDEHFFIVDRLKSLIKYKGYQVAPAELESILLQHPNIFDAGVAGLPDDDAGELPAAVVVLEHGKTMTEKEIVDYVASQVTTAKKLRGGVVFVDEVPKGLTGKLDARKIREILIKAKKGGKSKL
G6PDH CS: L. mesenteroides G6PDH inhibitors, counter-screen for G6PDH-coupled screening assays, biochemical, Leuconostoc mesenteroides enzyme | AID 1020, 2008 | 200,000 tested, 0.12% active | inhibition, % at 5 µM | Purified L. mesenteroides G6PDH, diaphorase/resazurin coupled fluorescence, 45 min | glucose-6-phosphate dehydrogenase [Leuconostoc mesenteroides]; in the data active = inhibition above about 50%
APP 5'UTR act: activators of APP 5'UTR luciferase reporter, primary screen, SH-SY5Y cells | SH-SY5Y APP 5'UTR luciferase reporter, luminescence; zero percent = DMSO vehicle wells | activation, % at 2 µM | 190,000 tested, 1% active | AID 1276, 2008;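 active = activation above a set limit, based on mean plus 3 SD of controls, cut at about 140% in these data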; also: values of inactives mirror those of a sister screen read the other way
APP 5UTR inh: inhibitors of APP translation via 5'UTR reporter, primary screen, APP 5'UTR luciferase, SH-SY5Y cells; SH-SY5Y APP 5'UTR-luciferase reporter, luminescence; inhibition, % at 2 µM; 190,000 tested, 0.82% active; AID 1285, 2008;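 active = inhibition above a set limit, derived from the sample mean plus 3 SD, cut at about 45% in these data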; also: values of inactives mirror those of a sister screen read the other way
NF-kB expr up: activators of NF-kB expression in neurons, primary screen, cell-based, HTS | fold change at 12.5 µM | human neuronal cells, NF-kB reporter expression; active compounds read high | 190,000 tested, 1.6% active | AID 1239, 2008; in the data active = fold change above about 3.3
STAT1 act: STAT1 signaling activators, primary screen, cell-based, HTS, luciferase reporter; 200,000 tested, 2.6% active; activation (% of control), % at 5.5 µM; NIH 3T3 STAT1-luciferase reporter, IFN-gamma, luminescence; 100% = IFN-gamma alone, no compound;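 active = activation above the screen-wide mean activation plus 3 SD, cut at about 130% in these data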;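 also: raw ratio to IFN-gamma control signal so 100% means no change and 0% no light; values of inactives mirror those of a sister screen read the other way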
DTT redox prof: compounds producing H2O2 with reducing agent – biochemical, NIH compound library profiling, artefact control for MLSCN library redox annotation, primary screen. DTT-dependent redox cycling H2O2, phenol red/HRP absorbance; 100% = 100 µM peroxide control, 0% = buffer. activation, % at 10 µM. 200,000 tested, 0.03% active. AID 878, 2007;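 active = activation of at least 50% relative to the plate's high and low controls in the primary single-dose screen; inactive = activation below 50%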;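 also: compound incubated with DTT at 0.8 mM final as the reducing agent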
HMGR II inh: inhibitors of E. faecalis class II HMGR, primary screen, biochemical, Enterococcus faecalis. HMG-CoA reductase (Enterococcus faecalis, mvaE). purified E. faecalis HMGR, NADPH absorbance 340 nm kinetic. inhibition, % at 10 µM. 190,000 tested, 0.41% active;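 active = inhibition above a set limit, the median over all tested compounds plus 3 SD, cut at about 9.5% in these data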;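 also: enzyme runs in reverse so mevalonate oxidation gives rising NADPH absorbance; 0% = complete reaction with DMSO and 100% = background rate lacking mevalonate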
Hsp70 activator: Hsp70 transcriptional activators, primary screen, cell-based, HeLa, Hsp70 promoter luciferase, luminescence, 10 µM; HeLa Hsp70 promoter luciferase reporter; scaled: vehicle 0, proteasome-inhibitor control 100%; activation, % at 10 µM; 200,000 tested, 0.04% active; AID 1203, 2008;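 active = activation above the mean across all tested compounds plus 3 SD, cutoff set per campaign, cut at about 5.5% in these data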;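 also: 100% = MG132 at 30 µM as the positive control and 0% = DMSO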
FLuc act counter: FLuc activators, initial screening, artefact control for FLuc-dependent activation tests, biochemical, ATPlite luminescence; Luciferin 4-monooxygenase (Photinus pyralis), P08659; ATPlite luciferase biochemical, 10 min; 0 = ATP-free wells, 1 = DMSO control; activation factor at 10 µM; 200,000 tested, under 10 active;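 active = luciferase activation factor, scaled between plate controls, of at least 2 with compound at 10 µM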
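Material: Luciferase/luciferin reagent mix | Doses: Test compounds dosed from 2 mM stocks in 100% DMSO | Timing: 10 min incubation after luciferase reagent addition, room temperature | Measured by: Luminescence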
Active calls of the source: *; . = not tested or not shown. No enrichment for hits (roughly 5.3% active in at least one column).

SMILES | FLuc inhib CS | G6PDH CS | APP 5'UTR act | APP 5UTR inh | NF-kB expr up | STAT1 act | DTT redox prof | HMGR II inh | Hsp70 activator | FLuc act counter
O=C(NCCCn1ccnc1)C(=O)c1c[nH]c2ccccc12 | 6 | 2 | -20 | 20 | 1.1 | 95 | -0.6 | 3 | -0.2 | 0.9
Cc1ccc(OCC(=O)N(Cc2ccccc2)C(C)C)c([N+](=O)[O-])n1 | -2 | 1 | 1 | -1 | 0.99 | 110 | -0.3 | -4 | -0.5 | 1
O=C(CC1NCCNC1=O)Nc1ccc2c(c1)OCCO2 (centres undefined) | -7 | -3 | . | . | 1.1 | 99 | 0.5 | -3 | 0.4 | 1.1
O=C(CN1C(=O)C2(OCCCO2)c2ccccc21)NCc1ccccc1 | -6 | 10 | -3 | 3 | 1.1 | 96 | -1.4 | -3 | -0.1 | 1.1
CCNC(=O)NC(=O)COC(=O)c1ccccc1SCC(=O)NC(=O)NCC | 15 | 11 | 81 | -81 | 2.8 | 120 | 1.7 | 0 | -0.1 | 0.8
O=C1c2ccccc2NC(c2ccccc2)N1c1ccc(O)cc1 (centres undefined) | -8 | 5 | 12 | -12 | 1.1 | 100 | -0.9 | -1 | 0.0 | 1.1
COc1ccc(C(=O)NCc2nnc(SCC(=O)N3CCCCC3)o2)cc1 | -5 | -2 | 28 | -28 | 1.1 | 101 | -1.8 | -6 | -0.4 | 1.1
O=[N+]([O-])c1ccccc1S(=O)(=O)N1CCN(Cc2ccsc2)CC1 | -8 | 6 | 14 | -14 | 0.95 | 93 | 0.1 | 0 | 0.0 | 1.1
Cc1cc(C)nc(NS(=O)(=O)c2ccc(N/C=C3\CCCC3=O)cc2)n1 | -5 | 5 | -15 | 15 | 0.96 | 104 | 1.0 | -3 | -0.2 | 1.1
CC(C)N(C)C(=O)C(=O)c1cccn1-c1cccc(Cl)c1C#N | -7 | 7 | -9 | 10 | 1.1 | 97 | 0.1 | 7 | 0.0 | 1.1
CCOc1ccc(CCNC(=O)C(O)c2ccccc2)cc1 (centres undefined) | -2 | 4 | 4 | -4 | 1.2 | 110 | 1.4 | -6 | 0.1 | 1
CCOc1cnc(-c2c(-c3c(Cl)cccc3Cl)noc2C)o1 | -2 | 1 | 6 | -6 | 1 | 92 | -0.3 | 2 | -0.2 | 1
Cc1cccn2cc(-c3cccc(NC(=O)c4cccs4)c3)nc12 | 31 | 4 | 31 | -31 | 1.1 | 131* | -0.3 | -4 | 0.0 | 0.7
O=C(NCc1nnc(SCC(=O)N2CCCC2)o1)c1ccccc1F | -2 | 3 | 5 | -5 | 1 | 99 | -0.6 | -2 | -0.3 | 1
CN1CCN(C(=O)c2cnn(-c3ccccc3)c2NC(=O)c2ccccc2F)CC1 | -4 | 8 | 12 | -12 | 1.3 | 104 | 0.1 | -1 | -0.4 | 1

Some of these compounds in order of the DTT redox prof value, low to high.
mol | DTT redox prof
O=C(CN1C(=O)C2(OCCCO2)c2ccccc21)NCc1ccccc1 | -1.4
O=C1c2ccccc2NC(c2ccccc2)N1c1ccc(O)cc1 (centres undefined) | -0.9
CCOc1cnc(-c2c(-c3c(Cl)cccc3Cl)noc2C)o1 | -0.3
O=[N+]([O-])c1ccccc1S(=O)(=O)N1CCN(Cc2ccsc2)CC1 | 0.1
CCOc1ccc(CCNC(=O)C(O)c2ccccc2)cc1 (centres undefined) | 1.4

Additional results
SMILES | FLuc inhib CS | G6PDH CS | APP 5'UTR act | APP 5UTR inh | NF-kB expr up | STAT1 act | DTT redox prof | HMGR II inh | Hsp70 activator | FLuc act counter
OCCN(CCO)c1ncnc2c1oc1ccc(Br)cc12 | -2 | 3 | -14 | 14 | 1.1 | 98 | 0.2 | -1 | -0.5 | 1
Cc1nnc(SCC(=O)N(C)c2c(N)n(Cc3ccccc3)c(=O)[nH]c2=O)n1Cc1ccccc1 | -2 | 2 | 3 | -3 | 1.2 | 95 | -1.5 | -4 | -0.1 | 1
Cc1ccc(-c2oc3ccccc3c(=O)c2OCC(=O)O)cc1 | -7 | 8 | 13 | -13 | 0.94 | 100 | 0.2 | 0 | 0.1 | 1.1
CCC(C)Nc1nc(SC(C(C)=O)C(C)=O)nc(N(C)C)n1 (centres undefined) | 0 | 17 | 7 | -7 | 1.1 | 100 | 2.8 | -4 | -0.4 | 1
COc1ccc2cc3cc(C(=O)NCCN4CCc5ccccc5C4)oc3nc2c1 | 4 | 3 | 7 | -7 | 0.46 | 99 | 3.3 | -2 | -0.3 | 1
Cc1cc(S(=O)(=O)NC(C)C)ccc1OCC(=O)N1CCOCC1 | -5 | 11 | . | . | 1.2 | 100 | 1.4 | -4 | -0.2 | 1
S=c1[nH]nc(COc2ccccc2)n1/N=C/c1cccs1 | 5 | -10 | -1 | 1 | 1.4 | 94 | 0.5 | 1 | -0.1 | 1
COc1ccccc1-n1c(SCC(=O)N2CCOCC2)nc(O)c(Cc2ccccc2)c1=O | -6 | 11 | 12 | -12 | 1.2 | 100 | 0.5 | 1 | 0.4 | 1.1
COc1ccc(C2C3=C(CC(C)(C)CC3=O)Nc3n[nH]c(C)c32)cc1 (centres undefined) | -7 | 5 | 0 | 0 | 1.1 | 100 | -2.5 | -9 | -0.1 | 1.1
CC1CCc2c(sc3ncnc(NCCCOC(C)C)c23)C1 (centres undefined) | -2 | 7 | 6 | -6 | 1.2 | 99 | 0.1 | -1 | -0.2 | 1
O=C(CN1CCN(Cc2ccccc2)CC1)N1N=CCC1c1ccccc1 (centres undefined) | 4 | 14 | 2 | -2 | 0.97 | 103 | -2.6 | 2 | -0.1 | 1
COC(=O)CN1C(=O)C(C)(C)Oc2ccc(C(=O)NC3CC3)cc21 | 2 | 2 | 3 | -3 | 0.94 | 97 | -1.9 | 0 | -0.1 | 1
CCOc1ccccc1C1C(C(=O)Nc2ccccc2OC)=C(C)Nc2nnnn21 (centres undefined) | -3 | 0 | 8 | -8 | 1.1 | 100 | -0.5 | -9 | -0.2 | 1
COCCNC(=O)CCCn1c(=O)c2cc(OC)c(OC)cc2n(CC(=O)Nc2ccc(F)cc2)c1=O | -6 | 0 | 22 | -22 | 1.2 | 95 | -1.0 | -3 | -0.2 | 1.1
O=C(CSc1ccc(Cl)cc1)N1CCN(c2ccc(Cl)cc2[N+](=O)[O-])CC1 | -3 | 4 | -7 | 7 | 0.84 | 100 | -4.0 | -7 | -0.4 | 1

Shown as tab-separated lines: part of the list above
compound	FLuc inhib CS	G6PDH CS	APP 5'UTR act	APP 5UTR inh	NF-kB expr up	STAT1 act	DTT redox prof	HMGR II inh	Hsp70 activator	FLuc act counter
CCOc1ccc(CCNC(=O)C(O)c2ccccc2)cc1 (centres undefined)	-2	4	4	-4	1.2	110	1.4	-6	0.1	1
COCCNC(=O)CCCn1c(=O)c2cc(OC)c(OC)cc2n(CC(=O)Nc2ccc(F)cc2)c1=O	-6	0	22	-22	1.2	95	-1.0	-3	-0.2	1.1

Remaining list, next part:
SMILES | FLuc inhib CS | G6PDH CS | APP 5'UTR act | APP 5UTR inh | NF-kB expr up | STAT1 act | DTT redox prof | HMGR II inh | Hsp70 activator | FLuc act counter
CCN(CC)c1ccc(C(=O)N/N=C/c2ccc(OC)cc2OC)cc1 | -2 | 1 | -6 | 6 | 1 | 94 | -2.7 | -7 | -0.3 | 1
CCCN1Cc2cccc(C(=O)Nc3ccc(CC)cc3)c2C1=O | 4 | -6 | . | . | 1.3 | 105 | 0.1 | 2 | -0.5 | 1
NC1=NC(c2ccc(F)cc2)n2c(nc3ccccc32)N1 (centres undefined) | -6 | 8 | 13 | -13 | 1.1 | 102 | 2.1 | -2 | -0.2 | 1.1
CCC(=O)N(Cc1ccccc1)c1ccccn1 | -4 | -6 | 10 | -10 | 0.98 | 108 | 0.3 | 3 | -0.1 | 1
N#CCCn1c(SCC(=O)NCC2CCCO2)nc2ccccc21 (centres undefined) | -7 | 0 | 6 | -6 | 0.99 | 104 | -0.1 | -2 | -0.1 | 1.1
O=C1CC(N(O)c2ccccc2)C(=O)N1c1cc(Cl)cc(Cl)c1 (centres undefined) | 1 | 14 | 3 | -3 | 1 | 96 | 0.3 | -3 | 0.1 | 1
O=C(Nc1nc(-c2ccccn2)cs1)c1ccc2c(c1)OCCO2 | 79* | 24 | 110 | -110 | 2.7 | 131* | 0.3 | -6 | 0.0 | 0.2
CNC(=O)N(O)C1N(C)C(=O)N(CC(=O)OC)C1(C)C (centres undefined) | -5 | 3 | -7 | 7 | 0.89 | 104 | 3.0 | -11 | -0.1 | 1
COc1ccc(N=C2NC(=O)CS2)c([N+](=O)[O-])c1 | -8 | 10 | 10 | -10 | 1.3 | 100 | -1.9 | -4 | -0.2 | 1.1
CCn1c(NCc2ccccn2)nc2ccccc21 | 2 | 16 | 2 | -2 | 1.4 | 112 | 3.1 | -3 | 0.3 | 1
COc1cc2c(=O)n(Cc3ccco3)c(=O)n(CC(=O)c3ccc(Br)cc3)c2cc1OC | -9 | -44 | 3 | -3 | 1.2 | 91 | -1.5 | -1 | 0.0 | 1.1
O=C(N/N=C/c1ccc(OC(=O)c2ccc3c(c2)OCO3)cc1)c1cncc(Br)c1 | -5 | -6 | 10 | -10 | 1.1 | 106 | 0.3 | -3 | -0.3 | 1.1
Cc1cccc(NC(=O)CSc2nnc(-c3ccccc3)n2N)c1 | -7 | 5 | 12 | -12 | 1.8 | 90 | -0.3 | -2 | -0.3 | 1.1
CCN(CC)S(=O)(=O)c1ccc(NC(=O)c2cc(-c3ccccc3)nc3ccccc23)cc1 | -8 | -22 | 1 | -1 | 1.1 | 101 | 0.2 | -1 | 0.1 | 1.1
Cc1c(Cl)cccc1N(CC(=O)O)S(C)(=O)=O | 6 | 0 | 4 | -4 | 0.91 | 93 | -0.5 | -1 | -0.4 | 0.9
Cc1ccc(C#CC[N+]2(CC#Cc3ccc(C)cc3)CCCCC2)cc1 | -8 | -30 | -10 | 10 | 0.49 | 81 | -0.2 | -1 | -0.4 | 1.1
C[C@H](CCC(=O)O)[C@H]1CC[C@H]2[C@@H]3C(=O)C[C@@H]4CC(=O)CC[C@]4(C)[C@H]3CC(=O)[C@]12C | -4 | 13 | -8 | 8 | 1.1 | 100 | -0.6 | -1 | -0.3 | 1
Cc1ccccc1C(=O)NCCSc1ccccc1 | 7 | -3 | 92 | -92 | 3.6* | 129* | 0.2 | 0 | 0.4 | 0.9
O=C(O)CCC(NS(=O)(=O)c1ccc(N2CCCC2=O)cc1)C(=O)O (centres undefined) | 0 | 15 | 3 | -4 | 1.1 | 96 | -2.5 | -3 | 0.0 | 1
Cc1cc(C)cc(NS(=O)(=O)c2cnc(Cl)c(Cl)c2)c1 | -3 | 12 | -5 | 5 | 0.94 | 102 | 0.1 | -9 | -0.1 | 1
CSc1ccccc1C(=O)C1CCCN(C(=O)CCN2CCCO2)C1 (centres undefined) | -1 | 11 | 16 | -16 | 1.1 | 102 | 1.0 | -5 | 0.2 | 1

Bioassay records (PubChem)
